RMI-FANCM inh = blocks RMI1/RMI2 complex binding to FANCM MM2 peptide | FP signal (polarization) at 33 µM | actives 0.58% (n = 70,000) | Fluorescence polarization, RMI core complex with F-MM2 peptide; active compounds read low | AID 1159607; in the data active = FP signal below about 40; note: inactives centre near 61; strong numbers were not always called active; unit not given here
* marks the source's active call; other numbers are inactive results; & = joins results of further samples. Some of the compounds tested. The share of hits here may be higher or lower than overall.

How did Cc1ccc(O)c(NC(=O)CC(NCCC2=CCCCC2)C(=O)O)c1 (stereo unspecified) do in these assays?
RMI-FANCM inh: 52

How did Cc1ccc(N/C=C(\C#N)c2nc3ccccc3[nH]2)cc1 do in these assays?
RMI-FANCM inh: 63

What do the screens show for `O=S(=O)(NCCOc1ccc2c(c1)OCO2)c1ccc(F)c(Cl)c1`?
RMI-FANCM inh: 60

How did CC(C)Cn1c2c(c(=S)[nH]c1=O)CCC2 do in these assays?
RMI-FANCM inh: 59

What do the screens show for `Cc1ccc(Cl)c2sc(N(CCN(C)C)C(=O)c3ccc(S(C)(=O)=O)cc3)nc12`?
RMI-FANCM inh: 58

How did Cc1ccccc1CN1CCc2c(OCC(=O)N3CCC(Cc4ccccc4)CC3)cccc2C1=O do in these assays?
RMI-FANCM inh: 75

Results for COC(=O)c1ccc2c(=O)n(CCCC(=O)N3CCOCC3)c(=S)[nH]c2c1 ?
RMI-FANCM inh: 64

How did Cc1ccc(N2CCN(C(=O)c3cccc(N4CCCS4(=O)=O)c3)CC2)c(C)c1 do in these assays?
RMI-FANCM inh: 67

Results for O=C(Nc1cccc(-c2ccc(N3CCCC3)nn2)c1)c1ccccc1Cl ?
RMI-FANCM inh: 68

Results for CCC(=O)N1CCc2ccc(NC(=O)c3c(F)cccc3F)cc2C1 ?
RMI-FANCM inh: 65

How did CCOc1ccc(C(=O)CSc2nc(-c3ccc(Cl)cc3)cn2-c2ccccc2C)cc1 do in these assays?
RMI-FANCM inh: 66

Results for CCOC(=O)C(Nc1cccc(F)c1)(NS(=O)(=O)c1ccc(C)cc1)C(F)(F)F (stereo unspecified) ?
RMI-FANCM inh: 64

Results for O=C(NCC(=O)N1CCOC(c2ccccc2)C1)C(=O)NCc1ccccc1Cl (stereo unspecified) ?
RMI-FANCM inh: 72

Results for Cc1c(Cc2ccc3c(c2)OCO3)sc(NC(=O)c2cc(Cl)cc(Cl)c2)c1C#N ?
RMI-FANCM inh: 84

What do the screens show for `CCN(c1ccccc1)S(=O)(=O)c1ccc2[nH]c(=O)[nH]c2c1`?
RMI-FANCM inh: 61

How did O=C(O)CC1SC(Cc2ccc(Cl)cc2)=NC1=O (stereo unspecified) do in these assays?
RMI-FANCM inh: 62

Results for Cc1ccc(-c2csc(-c3cccnc3)n2)c(C)c1 ?
RMI-FANCM inh: 59

How did CCOC(=O)C1CCN(C(=O)Nc2cc(Cl)cc(Cl)c2)CC1 do in these assays?
RMI-FANCM inh: 59

What do the screens show for `Cc1nc2sc(C)c(C)n2c(=O)c1NC(=O)COc1ccc(Cl)cc1Cl`?
RMI-FANCM inh: 74

What do the screens show for `COc1cc(-c2noc(CSc3nc(-c4ccccc4)cc(=O)[nH]3)n2)cc(OC)c1OC`?
RMI-FANCM inh: 61

How did O=C(Cc1csc(NC(=O)c2ccco2)n1)Nc1ccc(F)c(C(F)(F)F)c1 do in these assays?
RMI-FANCM inh: 51

Results for O=c1/c(=C/c2ccccc2)sc2nnc(-c3ccc(Cl)cc3)n12 ?
RMI-FANCM inh: 52

How did CCOC(=O)C1CCCN(S(=O)(=O)c2cccc3cnccc23)C1 (stereo unspecified) do in these assays?
RMI-FANCM inh: 56

What do the screens show for `O=C(O)c1ccc(OC2CCCCC2)cc1`?
RMI-FANCM inh: 65

How did Cc1ccc(SCCCC(=O)Nc2cccc3c2C(=O)NC3=O)cc1 do in these assays?
RMI-FANCM inh: 68

What do the screens show for `Cc1cc(C)c(NC(=O)Cn2c(=O)c3ccccc3c3ccccc3c2=O)c(C)c1`?
RMI-FANCM inh: 59

What do the screens show for `COc1ccc(NC(=O)CSc2nnc(C)n2-c2ccc(OCc3ccccc3)cc2)cc1`?
RMI-FANCM inh: 103&63

What do the screens show for `COc1ccc(S(=O)(=O)CCCC(=O)Nc2nc3c(s2)Cc2ccccc2-3)cc1`?
RMI-FANCM inh: 53

Results for CC(C)(C)C1CCc2c(sc3nc(CCC(=O)N4CCc5ccccc5C4)[nH]c(=O)c23)C1 (stereo unspecified) ?
RMI-FANCM inh: 62

Results for COc1ccc(C(=O)c2c(N)c(-c3nc(-c4ccc(F)cc4)cs3)c3ccccn23)cc1 ?
RMI-FANCM inh: 62

Results for CC(C)CNC(=O)Cc1csc2nc(-c3ccc(Cl)cc3)cn12 ?
RMI-FANCM inh: 74

Results for COc1cc(C(=O)Nc2ccc3c(c2)N(CCC(C)C)C(=O)C(C)(C)CO3)cc(OC)c1OC ?
RMI-FANCM inh: 72

What do the screens show for `Cc1cc(NS(=O)(=O)c2ccc([N+](=O)[O-])cc2)ccc1N1CCCCC1=O`?
RMI-FANCM inh: 53

How did CN1CCN(S(=O)(=O)c2ccc(NC(=S)NC(=O)c3ccc(C(C)(C)C)cc3)cc2)CC1 do in these assays?
RMI-FANCM inh: 58

What do the screens show for `CCSc1nnc(NC(=O)CSc2nnc(Cc3cccn3C)n2-c2ccc(F)cc2)s1`?
RMI-FANCM inh: 59

How did O=C(COc1coc(CN2CCc3ccccc32)cc1=O)OCc1ccccc1 do in these assays?
RMI-FANCM inh: 55

What do the screens show for `COc1ccc(CC(=O)Nc2ccc3c(c2)CN(C(=O)c2ccccc2)CC3)cc1OC`?
RMI-FANCM inh: 67

How did CCOC(=O)c1sc(NC(=O)CC2Nc3ccccc3NC2=O)cc1C (stereo unspecified) do in these assays?
RMI-FANCM inh: 64

Results for COc1ccc(S(=O)(=O)NCCNC(=O)c2ccc(NC(=O)C3CC3)cc2)cc1C ?
RMI-FANCM inh: 66

How did O=C(c1ccc(S(=O)(=O)N2CCCCCC2)cc1)N(Cc1cccnc1)c1nc2c(F)cc(F)cc2s1 do in these assays?
RMI-FANCM inh: 76

What do the screens show for `CC(=O)CCCCn1cnc2c1c(=O)n(C)c(=O)n2C`?
RMI-FANCM inh: 59

How did O=C(O)CSCc1nc2ccccc2c(=O)[nH]1 do in these assays?
RMI-FANCM inh: 53

Results for CSc1ccc(CNC(=O)c2sccc2S(=O)(=O)N2CCN(c3ccccc3)CC2)cc1 ?
RMI-FANCM inh: 63

How did C=CCn1c(SCC(=O)NC(Cc2ccccc2)C(=O)O)nc2sc3c(c2c1=O)CCC3 (stereo unspecified) do in these assays?
RMI-FANCM inh: 72

What do the screens show for `O=C(CCSc1nc2scc(-c3ccccc3Cl)c2c(=O)n1-c1ccccc1)Nc1ccc(F)cc1`?
RMI-FANCM inh: 78

Brought forward from above: 2 entries, followed by the next part.
How did C=CCn1c(SCC(=O)NC(Cc2ccccc2)C(=O)O)nc2sc3c(c2c1=O)CCC3 (stereo unspecified) do in these assays?
RMI-FANCM inh: 72

What do the screens show for `O=C(CCSc1nc2scc(-c3ccccc3Cl)c2c(=O)n1-c1ccccc1)Nc1ccc(F)cc1`?
RMI-FANCM inh: 78

How did O=C(c1ccc(N2C(=O)C3CCCCC3C2=O)cc1)N1CCN(c2cccc(C(F)(F)F)c2)CC1 (stereo unspecified) do in these assays?
RMI-FANCM inh: 64

How did Cc1ccc(-n2cc3ccccc3c2C#N)nc1 do in these assays?
RMI-FANCM inh: 51

Results for Cc1ccc(C)c(S(=O)(=O)c2nnn3c2nc(Nc2ccc(C(C)C)cc2)c2sccc23)c1 ?
RMI-FANCM inh: 94

What do the screens show for `O=C(Nc1nnc(C2CCCO2)o1)C1CCN(S(=O)(=O)c2ccc(F)cc2)CC1` (stereo unspecified)?
RMI-FANCM inh: 56

How did CC(C)(C)NC(=S)NNc1c(Cl)cncc1Cl do in these assays?
RMI-FANCM inh: 60

How did Cc1sc(NC(=O)CN2CCN(c3ccccc3)CC2)c(C#N)c1C do in these assays?
RMI-FANCM inh: 50

What do the screens show for `CC[N+](CC)(CC)CCC(O)(c1ccccc1)C1CCCCC1` (stereo unspecified)?
RMI-FANCM inh: 54

How did CCOC(=O)N1CCN(C(c2ccccc2Cl)c2c(O)cc(C)n(Cc3ccccn3)c2=O)CC1 (stereo unspecified) do in these assays?
RMI-FANCM inh: 57

Results for Oc1ccc(Br)cc1C=NCc1cccnc1 ?
RMI-FANCM inh: 50

How did CC(=O)Nc1ccc(OS(=O)(=O)N(C)C)cc1 do in these assays?
RMI-FANCM inh: 65

How did O=S(=O)(c1ccc(F)cc1F)n1nccc1-c1ccc(-c2ccc(F)cc2F)o1 do in these assays?
RMI-FANCM inh: 58

What do the screens show for `O=c1nc(SCc2ccc(C(F)(F)F)cc2)c2c([nH]1)CCC2`?
RMI-FANCM inh: 55

What do the screens show for `Nc1cc(C(F)(F)F)ncn1`?
RMI-FANCM inh: 59

What do the screens show for `COc1ccc(OCCC(=O)N2CCC(Cc3ccccc3)CC2)cc1`?
RMI-FANCM inh: 58

What do the screens show for `CC(C)C(=O)Nc1ccc(SCC(=O)Nc2ccccc2F)nn1`?
RMI-FANCM inh: 66

How did Cc1ccc(NC(=O)CSc2ncc(S(=O)(=O)c3cccs3)c(N)n2)cc1Cl do in these assays?
RMI-FANCM inh: 83

How did COCCN1CCC(CNS(=O)(=O)c2ccc(OC)c(F)c2)CC1 do in these assays?
RMI-FANCM inh: 71

What do the screens show for `Cc1ccc([N+](=O)[O-])cc1S(=O)(=O)NCCOC12CC3CC(CC(C3)C1)C2`?
RMI-FANCM inh: 57

How did CCOc1ccc(-c2cccc(NC(=O)c3cccs3)c2)nn1 do in these assays?
RMI-FANCM inh: 56

Results for CS(=O)(=O)c1ccc2nc(N(Cc3ccccc3)C(=O)CCSc3ccccc3)sc2c1 ?
RMI-FANCM inh: 83

Results for COc1ccc(-c2csc(NC(=O)c3ccccc3NS(=O)(=O)c3ccc(C)cc3)n2)cc1 ?
RMI-FANCM inh: 57

How did Cc1cc(C)c2nc(NN)sc2c1 do in these assays?
RMI-FANCM inh: 54

How did COc1cccc(Cn2cnc3c(-c4cccc(Cl)c4)csc3c2=O)c1 do in these assays?
RMI-FANCM inh: 64

Results for Cc1cc(C(=O)C(F)(F)F)c(C)n1-c1ccc(C(F)(F)F)cc1 ?
RMI-FANCM inh: 58

What do the screens show for `CCOC(=O)c1c(NC(=O)c2ccc(C#N)cc2)sc2c1CCCC2`?
RMI-FANCM inh: 65

What do the screens show for `Fc1ccc(NC(=S)NCc2cccs2)cc1Cl`?
RMI-FANCM inh: 59

Results for N=C1Sc2ccccc2C2=NCCCN12 ?
RMI-FANCM inh: 59

Results for COc1cc(C2NC(=O)c3c(F)cccc3N2)c(Br)c(Br)c1O (stereo unspecified) ?
RMI-FANCM inh: 53

How did COc1ccc2nc(-c3ccc(C)c(NC(=O)c4ccccc4C(F)(F)F)c3)cn2n1 do in these assays?
RMI-FANCM inh: 102

What do the screens show for `Cc1cc(NC(=O)CCCc2ccccc2)n(-c2nc3c(cnn3-c3ccc(C)c(C)c3)c(=O)[nH]2)n1`?
RMI-FANCM inh: 64

Results for CN(C)S(=O)(=O)c1ccc(C(=O)NCCOc2ccc(-c3ccco3)nn2)cc1 ?
RMI-FANCM inh: 52

Results for Cc1cc(-c2nnc(NC(=O)/C=C/c3ccccc3Cl)o2)nn1C ?
RMI-FANCM inh: 63

How did O=C(Cc1csc(Nc2cccc(C(F)(F)F)c2)n1)NC1CCCC1 do in these assays?
RMI-FANCM inh: 63

What do the screens show for `COc1cccc(C(=O)Nc2cc(C)on2)c1OC`?
RMI-FANCM inh: 54

What do the screens show for `O=C(Nc1ccc(OC(F)(F)F)cc1)c1ccc(=O)n(Cc2cccc(F)c2)n1`?
RMI-FANCM inh: 57

Results for CCOCC(=O)Nc1c2c(nn1-c1ccc(Cl)cc1)CSC2 ?
RMI-FANCM inh: 59

Results for CCOC(=O)c1cc(C#N)c(N2CCN(C(=O)c3snnc3C)CC2)nc1C(F)(F)F ?
RMI-FANCM inh: 55

How did COCC(=O)N1CCCc2ccc(NS(=O)(=O)c3ccc(Cl)cc3)cc21 do in these assays?
RMI-FANCM inh: 75

Results for COc1ccc(C(=O)Nc2nnc(-c3cc(Cl)ccc3Cl)o2)cc1OC ?
RMI-FANCM inh: 70

How did O=C(Nc1cccc(-n2cccc2)c1)Nc1csc2ccccc12 do in these assays?
RMI-FANCM inh: 70

What do the screens show for `COc1ccc(Nc2nc(NCc3ccco3)nc(N3CCOCC3)n2)cc1`?
RMI-FANCM inh: 54

How did N#Cc1c(NC(=O)c2ccno2)sc2c1CCN(Cc1ccccc1)C2 do in these assays?
RMI-FANCM inh: 64

What do the screens show for `COc1c(CC=C(C)C)c2c(c3oc(=O)c(-c4ccc(OC(C)=O)cc4)c(OC(C)=O)c13)C=CC(C)(C)O2`?
RMI-FANCM inh: 64

Results for COc1ccc(-c2ccc(N3CCCC(C(=O)Nc4nccs4)C3)nn2)cc1 (stereo unspecified) ?
RMI-FANCM inh: 60

How did CC(C)N(CCNc1ccc(S(=O)(=O)Cc2ccc(Cl)cc2)nn1)Cc1ccco1 do in these assays?
RMI-FANCM inh: 66

Retrieved by compound from the list above (5):
Results for CN(C)S(=O)(=O)c1ccc(C(=O)NCCOc2ccc(-c3ccco3)nn2)cc1 ?
RMI-FANCM inh: 52

What do the screens show for `COc1c(CC=C(C)C)c2c(c3oc(=O)c(-c4ccc(OC(C)=O)cc4)c(OC(C)=O)c13)C=CC(C)(C)O2`?
RMI-FANCM inh: 64

What do the screens show for `COc1cccc(C(=O)Nc2cc(C)on2)c1OC`?
RMI-FANCM inh: 54

What do the screens show for `COc1ccc(Nc2nc(NCc3ccco3)nc(N3CCOCC3)n2)cc1`?
RMI-FANCM inh: 54

How did N#Cc1c(NC(=O)c2ccno2)sc2c1CCN(Cc1ccccc1)C2 do in these assays?
RMI-FANCM inh: 64

(further entries)
Results for Cc1nn(C(=O)c2cc3ccccc3oc2=O)c(C)c1Sc1ccc(Cl)cc1 ?
RMI-FANCM inh: 61

How did O=C(NCCN1CCN(c2ccc(F)cc2)CC1)C(=O)Nc1ccc(F)cc1 do in these assays?
RMI-FANCM inh: 66

What do the screens show for `O=C(O)CC1(CC(=O)Nc2ccc(Oc3cccc(C(F)(F)F)c3)nc2)CCCC1`?
RMI-FANCM inh: 55

Results for Cc1ccc(Cn2cnc3c(cnn3CCNC(=O)c3ccc(C(C)(C)C)cc3)c2=O)cc1 ?
RMI-FANCM inh: 71

A draw from above in order of molar mass, falling.
How did CC(C)N(CCNc1ccc(S(=O)(=O)Cc2ccc(Cl)cc2)nn1)Cc1ccco1 do in these assays?
RMI-FANCM inh: 66

What do the screens show for `O=C(O)CC1(CC(=O)Nc2ccc(Oc3cccc(C(F)(F)F)c3)nc2)CCCC1`?
RMI-FANCM inh: 55

How did O=C(NCCN1CCN(c2ccc(F)cc2)CC1)C(=O)Nc1ccc(F)cc1 do in these assays?
RMI-FANCM inh: 66

Assay outcomes (PubChem)
